# MrgX1 ag: agonists of human MrgX1 receptor. MrgX1-HEK293 cells, Fluo-4 calcium fluorescence, agonist mode; active compounds read high. 310,000 compounds, 0.44% hits. Q96LB2. B-score at 10 µM;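 active means calcium response B-score plate-corrected fluorescence ratio at least 3 library SD, with starting fluorescence B-score inside 5 SD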
# Target sequence (Q96LB2 whole entry, looked up): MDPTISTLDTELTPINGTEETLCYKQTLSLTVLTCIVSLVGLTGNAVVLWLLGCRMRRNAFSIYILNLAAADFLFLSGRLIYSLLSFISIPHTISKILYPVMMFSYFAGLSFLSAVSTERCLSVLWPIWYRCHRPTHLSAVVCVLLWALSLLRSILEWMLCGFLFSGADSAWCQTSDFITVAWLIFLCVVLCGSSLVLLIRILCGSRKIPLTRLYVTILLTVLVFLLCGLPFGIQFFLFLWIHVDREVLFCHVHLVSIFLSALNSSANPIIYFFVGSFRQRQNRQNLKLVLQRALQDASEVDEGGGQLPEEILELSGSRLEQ
#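 Material: HEK293 cells stably expressing human MrgX1 receptor | Quantity: 15,000 cells per well | Times: Cells plated overnight, dye loaded 0.5 h 37 °C, 0.5 h room temperature | Measured by: Kinetic Fluo-4 NW fluorescence of intracellular calcium | Control set: Positive and negative controls per plate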
# MrgX1 PAM: allosterically activates human MrgX1 receptor signaling; 310,000 compounds, 0.63% hits; MrgX1-HEK293, Fluo-4 calcium flux, FDSS; active compounds read high; B-score at 10 µM; Q96LB2;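 active means plate-corrected calcium response at least 3 library SD above typical, normal starting fluorescence, not activating the receptor alone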;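 further: compound read alongside a low EC10 to EC30 dose of BAM8-22 agonist; peak minus trough fluorescence over baseline measured at the second addition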
# TRPC4 block: TRPC4 (mouse) channel inhibition | Q9QUQ5 | HEK293 TRPC4beta/mu-opioid, DAMGO-evoked Fluo4 calcium flux; active compounds read low | B-score at 10 µM | 300,000 compounds, 0.39% hits | AID 2247;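 active means B-score over 3 SD under the library average, no early fluorescence shift, positive overall ratio signal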
#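 Assay system: Stable TRPC4beta/mu-opioid receptor HEK293 cells | Reagent: DAMGO in two steps, submaximal then maximal | Compound dosing: Single concentration per test compound | Signal: Fluo4 Ca2+ flux fluorescence | Evaluation: Per-well B score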
# TRPC6 act: activators of mouse TRPC6 channel | Q61143 | B-score at 10 µM | HEK293-TRPC6 membrane potential dye fluorescence; active compounds read high | AID 2550 | 310,000 compounds, 0.13% hits;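 active means B-score of the integrated fluorescence ratio above library mean plus 3 SD, and starting fluorescence ratio within library mean plus 5 SD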;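 further: higher score means more depolarization so channel activation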
# MrgX1 antagonist: blocks BAM8-22 activation of human MrgX1 receptor; Q96LB2; MRGX1-HEK293 calcium flux, Fluo-4, BAM8-22 antagonism; active compounds read low; B-score at 10 µM; 310,000 compounds, 1.3% hits;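 active means calcium-response B-score plate-corrected more than 3 library SD below zero, starting fluorescence within 5 deviations, no agonist response on first addition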;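 further: peak minus trough fluorescence over baseline after final BAM8-22 challenge near maximal dose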
# ANO1 activ: mouse TMEM16A channel activation, primary screen; Q8BHY3; HEK293 TMEM16A/YFP-H148Q/I152L, iodide quench fluorescence; active compounds read low; B-score at 10 µM; 340,000 compounds, 0.3% hits;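 active means fluorescence-ratio B-score plate-corrected deviation score at least 3 library SD below zero, with starting fluorescence score within 5 deviations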;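 further: channel opened by trigger with iodide after compound preincubation; score built on the fluorescence ratio of max minus min over baseline; more negative score means more quench and so TMEM16A activation or potentiation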
# TRPC4 potent: allosterically enhances the mouse TRPC4 cation channel; Q9QUQ5; HEK293 TRPC4beta/mu-opioid, DAMGO EC20, Fluo-4 Ca2+ flux; active compounds read high; B-score at 10 µM; 310,000 compounds, 0.42% hits;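 active means B-score of calcium response area above 5 SD of library B-scores, with initial fluorescence ratio within 5 SD of library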;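 further: B-score of integrated fluorescence ratio over time as area under calcium response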
# TRPC4 act: activators of mouse TRPC4 channel. Q9QUQ5. 310,000 compounds, 0.49% hits. B-score at 10 µM. HEK293 TRPC4beta/mu-opioid, Fluo4 calcium fluorescence; active compounds read high;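 active means B-score above 5 SD of library B-scores, and initial fluorescence ratio not above library mean plus 5 SD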;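 further: positive B-score marks a calcium rise read as TRPC4 activation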
#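 Test system: HEK293 cells stably co-expressing mouse TRPC4beta and mu-opioid receptor | Schedule: Fluo4 dye loading 45 min at room temperature, 110 s recording | Measured by: Kinetic Fluo4 calcium fluorescence, 5 s baseline at 1 Hz | Evaluation: B score of integrated ratio | Controls: Buffer (low) and maximal DAMGO (high)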
# TRPC6 inh: mouse TRPC6 channel inhibition. HEK293-TRPC6, membrane potential dye, ACh-evoked depolarization; active compounds read low. B-score at 10 µM. 310,000 compounds, 1.1% hits. AID 2553;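 active means B-score under library mean minus 3 SD, initial fluorescence not abnormally high, positive integrated signal ratio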;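 further: B-score derived from integrated fluorescence ratio over the kinetic read; more negative B-score means stronger inhibition of depolarization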
# ANO1 block: blocks the mouse calcium-activated chloride channel TMEM16A; Q8BHY3; HEK293 TMEM16A/YFP iodide influx fluorescence, ionomycin; normalized B-score (activity score, 25-100; higher = stronger inhibition) at 10 µM; 310,000 compounds, 1.2% hits;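 active means ratio plate-corrected score three or more library SD toward inhibition, starting fluorescence score within five deviations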;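 further: score derived from kinetic fluorescence span divided by baseline fluorescence per well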
# SKKanGAS inh: blocks kanamycin growth of S. pyogenes SKKanGAS strain; BacTiter-Glo, 6 h; inhibition, % at 7.5 µM; 300,000 compounds, 1.3% hits;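 active means mean replicate score, as percent of positive control median, at least 50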;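 further: strain carries kanamycin resistance gene driven by streptokinase promoter and grows in 40 µg/ml kanamycin; loss of luminescence reflects streptokinase promoter inhibition or plain growth inhibition; 0% = median of DMSO wells and 100% = positive control at its reference dose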
# An asterisk follows results filed as active; i = inactive; . = no result given. This is a random part of the collection. Share with any hit: about 6.7%.
SMILES,MrgX1 ag,MrgX1 PAM,TRPC4 block,TRPC6 act,MrgX1 antagonist,ANO1 activ,TRPC4 potent,TRPC4 act,TRPC6 inh,ANO1 block,SKKanGAS inh
O=C(C1CC1(c1ccccc1)c1ccccc1)N1CCOCC1 (stereo unspecified),i,i,i,i,i,i,i,i,i,i,5
CC(=O)N(Cc1ccco1)C1(C(=O)NC2CCCC2)CCCCC1,i,i,i,i,i,i,i,i,i,i,-4
Fc1ccc(-c2csc3nnc(SCc4cccnc4)n23)cc1,i,i,i,i,i,i,i,i,i,i,6
CCCn1c(SCC(=O)Nc2cc(S(=O)(=O)N3CCOCC3)ccc2Cl)n[nH]c1=O,i,i,i,i,i,i,i,i,i,i,-7
COC(=O)c1sccc1NC(=S)N1CCC(C(N)=O)CC1,i,i,i,i,i,i,i,i,i,i,-1
NS(=O)(=O)c1cccn1-c1ncc(C(F)(F)F)cc1Cl,i,i,i,i,i,i,i,i,i,i,-3
CCOC(=O)CSC(CC)C(=O)Nc1nnc(CC)s1 (stereo unspecified),i,i,i,i,i,i,i,i,i,i,-4
O=C(OCc1ccccc1)C1CCCN1C(=O)c1cccs1 (stereo unspecified),i,i,i,i,i,i,i,i,i,i,7
COc1ccccc1C(=O)Nc1nc2ccc(S(C)(=O)=O)cc2s1,i,i,i,i,i,i,i,i,i,i,-8
Cc1ccc(N(CC(=O)NN=C2CCN(C)CC2)S(=O)(=O)c2ccc(C)cc2)cc1,i,i,i,i,i,i,i,i,i,i,-4
CCS(=O)(=O)c1ccc2c(c1)N(S(C)(=O)=O)CC(C(=O)NN)O2 (stereo unspecified),i,i,i,i,i,i,i,i,i,i,.
O=C(NCc1cccnc1)c1cc(-c2cccs2)on1,i,i,i,i,i,i,i,i,i,i,-6
CCOC(=O)c1c(NC(=O)CSc2nnc(C)c(=O)[nH]2)sc(C)c1-c1ccc(C)cc1,i,i,i,14*,i,i,i,i,i,i,45
Cc1ccc(N2C(=O)CC(c3c[nH]c4ccccc34)C2=O)cc1 (stereo unspecified),i,i,i,i,i,i,i,i,i,i,4
CCc1ccc(N2CC(C(=O)NNC(=O)c3ccc(F)cc3)CC2=O)cc1 (stereo unspecified),i,i,i,i,i,i,i,i,i,i,-19

# Structural class: the entries above containing a thiophene ring, fused or not
SMILES,MrgX1 ag,MrgX1 PAM,TRPC4 block,TRPC6 act,MrgX1 antagonist,ANO1 activ,TRPC4 potent,TRPC4 act,TRPC6 inh,ANO1 block,SKKanGAS inh
COC(=O)c1sccc1NC(=S)N1CCC(C(N)=O)CC1,i,i,i,i,i,i,i,i,i,i,-1
O=C(OCc1ccccc1)C1CCCN1C(=O)c1cccs1 (stereo unspecified),i,i,i,i,i,i,i,i,i,i,7
O=C(NCc1cccnc1)c1cc(-c2cccs2)on1,i,i,i,i,i,i,i,i,i,i,-6
CCOC(=O)c1c(NC(=O)CSc2nnc(C)c(=O)[nH]2)sc(C)c1-c1ccc(C)cc1,i,i,i,14*,i,i,i,i,i,i,45

# Next records
SMILES,MrgX1 ag,MrgX1 PAM,TRPC4 block,TRPC6 act,MrgX1 antagonist,ANO1 activ,TRPC4 potent,TRPC4 act,TRPC6 inh,ANO1 block,SKKanGAS inh
COc1cccc(N=c2oc3ccccc3cc2-c2nc3ccccc3[nH]2)c1,i,i,i,i,i,i,i,i,i,i,0
CC(C)c1nnc(NC(=O)CSc2nc3ccccc3s2)s1,i,i,i,i,i,i,i,i,i,i,.
Cc1cc(NC(=O)CN2CCc3ccccc3C2)nc2c1c(=O)oc1ccccc12,i,i,i,i,i,i,i,98*,i,i,-1
CN(c1ccccc1)S(=O)(=O)c1ccc(C(=O)N2CCCC(C(F)(F)F)C2)cc1 (stereo unspecified),i,i,i,i,i,i,i,i,i,i,-10
COc1ccc(CNS(=O)(=O)c2ccc3c(c2)N(C(C)=O)CC(C)S3)cc1 (stereo unspecified),i,i,i,i,i,i,i,i,i,i,-2
COc1cccc(/C=N/NC(=O)c2c(C)nc3ccc(Br)cn23)c1,i,i,i,i,i,i,i,i,i,i,7
COCCNC(=O)c1c(N)n(CCC2=CCCCC2)c2nc3ccccc3nc12,i,i,i,i,i,i,i,i,i,i,7
COc1ccc(O)c(/C=N/Nc2nc3ccccc3[nH]2)c1,i,i,i,i,i,i,i,i,-5*,i,23
Cc1nc(SCC(=O)Nc2ccccc2)c2oc3ccccc3c2n1,i,i,i,i,i,i,i,i,i,i,19
Cc1nn2c(-c3ccco3)nnc2c2ccccc12,i,i,i,i,i,i,i,i,i,i,4
COC(=O)c1ccccc1OCCCOc1ccc(C=O)cc1OC,i,i,i,i,i,i,i,i,i,i,-4
COc1ccc2nc(N=Nc3ccc(O)c4ccccc34)sc2c1,i,i,i,i,i,i,i,i,i,i,-9
O=C1c2ccccc2C(=O)N1CCCOc1ccccc1,i,i,i,i,i,i,i,i,i,i,-7
O=C(CCc1c[nH]c2ccccc12)N1CCN(S(=O)(=O)c2ccccc2)CC1,i,i,i,i,i,i,i,i,i,i,-4
COc1nc(OC)nc(N2CCC(NC(=O)C(Cc3cccc(OC)c3OC)NC(C)=O)CC2)n1 (stereo unspecified),i,i,i,i,i,i,i,i,i,i,-7
C=CCn1c(=S)[nH]c2cc(-c3ccccc3)sc2c1=O,i,i,i,i,i,i,i,i,i,i,-1
O=C(O)CCc1nc2ccccc2c(=O)[nH]1,i,i,i,i,i,i,i,i,i,i,-20
CC(C)N(Cc1ccccc1)S(=O)(=O)c1ccc2c(c1)NC(=O)CO2,i,i,i,i,i,i,i,i,i,i,-4
O=C(CCN1C(=O)/C(=C/c2ccc(F)cc2)SC1=S)NC1CCS(=O)(=O)C1 (stereo unspecified),i,i,i,i,i,i,i,i,i,i,3
C/C=C/C(=O)Nc1ccc(N2CCN(c3ccc(C(F)(F)F)cn3)CC2)nc1,i,i,i,i,i,i,i,i,i,i,8
COc1ccccc1N1CC(C)(C)C(=O)N(C(=O)c2c(F)cccc2Cl)C1=S,i,i,i,i,i,i,i,i,i,i,-5
COc1ccc2c3n(nc2c1)CCN=C3c1ccc(C)cc1,i,i,.,.,i,i,.,.,.,i,.
CCOC(=O)C1CCN(C(=O)COC(=O)c2cccc(F)c2)CC1,i,i,i,i,i,i,i,i,i,i,-2
C[C@H](OC(=O)N1CCN(C(c2ccccc2)c2ccccc2)CC1)[C@@H]1O[C@@]2(C)CCC[C@H]1O2,i,i,i,i,i,i,i,i,i,i,5
CCn1c(C)c(C(C)=O)c(N2CCCCC2)nc1=S,i,i,i,i,i,i,i,i,i,i,-1
Cc1cc2oc(=O)cc(C)c2cc1NC(=O)CCl,i,i,i,i,i,i,i,i,i,i,-4
CC(NC(=O)C1CCC1)c1ccccc1 (stereo unspecified),i,i,i,i,i,i,i,i,i,i,-3
O=C(Nc1ccccc1C(=O)N/N=C/c1ccco1)c1ccc(Cl)cc1,i,i,i,i,i,i,i,i,i,i,1
O=C(c1ccc2c(c1)N(Cc1ccccc1F)C(=O)c1ccccc1S2)N1CCOCC1,i,i,i,i,i,.,i,i,i,i,-4
O=C1C(=O)N(C2CCCC2)C(=O)N1Cc1c(F)cccc1Cl,i,i,i,i,i,i,i,i,i,i,0
CCOC(=O)c1ccc(NC(=O)C(=O)NCc2ccncc2)cc1,i,i,i,i,i,i,i,i,i,i,-5
COc1ccc(N2C(=O)CC(N3CCN(c4ccccc4F)CC3)C2=O)cc1 (stereo unspecified),i,i,i,i,i,i,i,i,i,i,-5
Cc1ccc(C(=O)CSC2=C(C#N)C(c3ccco3)C3=C(CC(C)(C)CC3=O)N2)cc1 (stereo unspecified),i,i,i,i,i,i,i,i,i,i,25
C/C(=N\NC(=O)Cc1ccc(Cl)cc1)c1cccnc1,i,i,i,i,i,i,i,i,i,i,12
CCN(CC(=O)Nc1c(F)cccc1F)C(=O)C1CCN(S(=O)(=O)c2ccc(F)cc2)CC1,i,i,i,i,i,i,i,i,i,i,2
CCn1c(C)c(Br)c(=O)c(C(=O)OC)c1-c1ccc(Cl)cc1,i,i,i,i,i,i,i,i,i,i,-5
CCC(C)N1CNc2c(c(=O)[nH]c(=S)n2-c2cccc(C)c2)C1 (stereo unspecified),i,i,i,i,i,i,i,i,i,i,.
Cc1cc(C(=O)NCc2cccnc2)no1,i,i,i,i,i,i,i,i,i,i,7
O=C(COC(=O)c1cc([N+](=O)[O-])ccc1NCCO)Nc1ccc2c(c1)OCO2,i,i,i,i,i,i,i,i,i,i,3
Cc1ncc(CSc2nc3ccccc3[nH]2)c(N)n1,i,i,i,i,i,i,i,i,i,i,-1
Cc1ccc(NC(=O)CC2SC(=O)N(c3ccccc3)C2=O)cc1 (stereo unspecified),i,i,i,i,i,i,i,i,i,i,-2
Nc1ccc(Oc2cc(N)cc(Oc3ccccc3)c2)cc1,i,i,i,i,i,i,i,i,i,i,6
CC(=O)C1=C(C)Nc2ncnn2C1c1ccccc1 (stereo unspecified),i,i,i,i,i,i,i,i,i,i,14
OCc1nnn(-c2cccc(C(F)(F)F)c2)c1CO,i,i,i,i,i,i,i,i,i,i,12
CC(C)CNC(=O)C(=O)NCC1OCCN1S(=O)(=O)c1cccs1 (stereo unspecified),i,i,i,i,i,i,i,i,i,i,5
COC(=O)c1sc(=S)n(-c2ccc(Cl)cc2)c1C,i,i,i,i,i,i,i,i,i,i,1
CCCN(CCC)S(=O)(=O)c1ccc(C(=O)Nc2nnc(-c3cc(OC)cc(OC)c3)o2)cc1,i,i,i,i,i,i,i,i,i,100*,102*
COc1ccc(/C=N/Nc2nnc(C)n2N)cc1OC(C)=O,i,i,i,i,i,i,i,i,i,i,-3
O=C(CNC(=O)C1COc2ccccc2O1)N/N=C\c1ccc(Cl)cc1 (stereo unspecified),i,i,i,i,i,i,i,i,i,i,24

# Screening results as filed in PubChem.
